Screens (PubChem BioAssay)
KOR beta-arrestin-1: KOR antagonists, beta-arrestin recruitment, cell-based, luminescence, uHTS (AID 1778); KOR beta-arrestin recruitment, luminescence, antagonist mode; higher % means a stronger effect; inhibition, % at 10 µM, or IC50 in µM where a hit was titrated; hit rate 0.091% among 290,000; note: strong numbers were not always called active
TNAP activation fold: stimulation of alkaline phosphatase TNAP activity – biochemical, luminescent, no phosphate acceptor, uHTS, primary screen (AID 1001); purified TNAP, luminescent activation assay, no phosphate acceptor; higher activation fold means a stronger effect; one-dose activation fold at 20 µM; EC50 in µM for titrated hits; hit rate 0.03% among 200,000; in the data active = activation fold from about 3, or a potency from the dose series; inactive = the rest, 99 in 100 with activation fold below about 1.6; note: many of its hits are not listed in these tables
NOD2 inhibition: NOD2 signaling inhibitors, cell-based, luminescence, uHTS, HEK293 (AID 1566); HEK293 NOD2/NF-kB luciferase reporter, luminescence; higher % means a stronger effect; inhibition, % at 4 µM; hits with a dose series show EC50 in µM; hit rate 0.63% among 290,000; note: many of its hits are not listed in these tables
LYP phosphatase: PTPN22 lymphoid phosphatase activity blockers – biochemical, fluorescence intensity, uHTS (AID 1779). recombinant LYP phosphatase, fluorescence intensity; higher % means a stronger effect. inhibition, % at 11.5 µM, or IC50 in µM where a hit was titrated. hit rate 0.054% among 290,000;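 note: plate controls were vehicle with enzyme for no effect and no enzyme for full effect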
human PMI inhibition: inhibitors of human PMI, primary screen, biochemical, fluorescence intensity, coupled assay (AID 1209) | purified PMI enzyme, coupled fluorescence intensity; higher % means a stronger effect | inhibition, % at 20 µM; hits with a dose series show IC50 in µM | hit rate 0.42% among 190,000;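 note: plate controls were DMSO vehicle for no effect and wells lacking substrate for full effect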
PMI inhibition: MPI inhibition at elevated mannose 6-phosphate – biochemical, fluorescence intensity, high mannose 6-phosphate, primary screen (AID 1220). recombinant PMI enzyme, coupled fluorescence intensity; higher % means a stronger effect. inhibition, % at 20 µM; hits with a dose series show IC50 in µM. hit rate 0.66% among 190,000
KOR beta-arrestin-2: kappa opioid receptor activators – cell-based, luminescence, uHTS, primary screen (AID 1777) | KOR beta-arrestin recruitment, luminescence; higher % means a stronger effect | activation, % at 10 µM; hits with a dose series show EC50 in µM | hit rate 0.02% among 280,000; in the data active = activation above about 50%, passing the limit was not always enough; note: a part of the inactive calls stands beside numbers as strong as those of hits
XIAP displacement: small molecules displacing peptide from XIAP – biochemical, IAP family, fluorescence polarization (AID 1018) | XIAP BIR domain, fluorescence polarization peptide displacement; higher % means a stronger effect | displacement, % at 20 µM; hits with a dose series show IC50 in µM | hit rate 0.007% among 200,000; in the data active = displacement above about 50%; note: a part of the inactive calls stands beside numbers as strong as those of hits
NOD1 NF-kB reporter: NOD1 signaling inhibitors, primary screen, cell-based, luminescence, uHTS (AID 1578). NOD1-driven NF-kB luciferase reporter cells, luminescence; higher % means a stronger effect. inhibition, % at 4 µM; hits with a dose series show EC50 in µM. hit rate 1% among 290,000; in the data active = inhibition mostly above about 36%, no sharp cut-off; inactive = mostly below about 34%;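 note: HEK-293T reporter cells stimulated with the NOD1 agonist gamma-tri-DAP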
Active calls of the source: *; . = not tested or not shown; [ ] = another dose, or the depositor's remark. Cut-off read from the data, not from the text of the source, unless noted: active = inhibition above about 50%; inactive = the rest. A portion of the library; count on the stated rates, not on these rows.

| Structure | NOD1 NF-kB reporter | KOR beta-arrestin-2 | PMI inhibition | KOR beta-arrestin-1 | human PMI inhibition | NOD2 inhibition | TNAP activation fold | XIAP displacement | LYP phosphatase |
| --- | --- | --- | --- | --- | --- | --- | --- | --- | --- |
| O=C(Cc1ccccc1)NCCCN1CCN(CCCNC(=O)Cc2ccccc2)CC1 | -12% | -0.6% | -2% | -4% | 0% | -15% | 1.1 | -6.9% | -8% |
| Cc1ccc(-c2nc(SCC(=O)c3c(N)n(C)c(=O)n(C)c3=O)n[nH]2)cc1 | -43% | 0.7% | -7% | -42% | -11% | 9% | 0.1 | -5.4% | -9% |
| c1csc(-c2nnc(COc3ccc4c(c3)OCO4)o2)c1 | -43% | -5.3% | 11% | 21% | 3% | -30% | 1.2 | -6.6% | -4% |
| Cc1sc2nc(COC(=O)c3ccc(N4CCCC(C)C4)c([N+](=O)[O-])c3)[nH]c(=O)c2c1C (stereo not given) | -12% | 1.5% | 4% | -24% | 7% | 5% | 0.9 | -3.9% | 5% |
| COc1ccc(CNC(=O)CSc2ccsc2[N+](=O)[O-])cc1 | -17% | -6.2% | 4% | -31% | -2% | -32% | 1.2 | -2.6% | 0% |
| COc1ccc(-c2cc(C(F)F)n3ncc(C(=O)Nc4cnn(Cc5ccccc5)c4)c3n2)cc1 | -9% | 0.7% | -1% | -10% | 10% | 9% | 1.1 | -5.1% | 1% |
| Cc1noc(C)c1COc1cccc(C(=O)NCc2cccc(Cl)c2)c1 | . | -0.2% | 4% | -6% | 8% | 5% | 1.1 | -4.4% | 3% |
| O=C(CCn1c(=O)c2ccccc2n(Cc2ccccc2)c1=O)NCc1ccc2c(c1)OCO2 | -20% | -4.7% | -6% | 26% | -1% | -13% | 1.1 | -5.6% | -2% |
| Cc1ccccc1NC(=O)/C=C/c1cccs1 | -57% | 2.4% | 4% | -3% | -2% | -68% | 1 | -4.4% | 10% |
| Cc1c(Cl)cccc1NC(=O)Cc1cccs1 | -13% | 1.5% | . | -16% | . | 6% | . | . | -7% |
| COc1ccc(C2=NN(C(=O)CCC(=O)O)C(c3ccccc3OC)C2)cc1 (stereo not given) | -24% | -0.5% | . | -18% | . | 10% | . | . | -4% |
| C=CCn1c(N2CCN(c3ccc(OC)cc3)CC2)nc2c1c(=O)[nH]c(=O)n2C | -8% | . | 14% | -22%[20 µM] | 9% | 21% | 1.1 | -7.9% | -6% |
| CC(=O)Nc1ccc(/C=N/NC(=O)c2cccs2)cc1 | -54% | 2.8% | -2% | 5% | -5% | -72% | 1 | -8.9% | 7% |
| CC(C)CN1C(=O)c2ccc(C(=O)Nc3nccs3)cc2C1=O | -24% | 1.6% | -1% | -28% | -3% | -40% | 1.1 | -7.2% | -2% |
| CCOc1cccc2cc(C(=O)N3CC(C)OC(C)C3)c(=O)oc12 (stereo not given) | -3% | -3.5% | . | -36%[20 µM] | . | 25% | . | . | -5% |
| COc1ccc(-c2nnc(SCC(=O)N3CCC(Cc4ccccc4)CC3)o2)cc1OC | 6% | -0.4% | 8% | -9% | -12% | 27% | 0.9 | -9.5% | 10% |
| COc1ccc(N2CCN(C(=O)C(Cc3ccccc3)n3cccc3)CC2)cc1 (stereo not given) | 3% | 0.4% | 10% | -12% | 10% | -6% | 1 | -3.6% | -3% |
| Cc1ccc(C)c(NC(=S)N2CCN(Cc3ccccc3)CC2)c1 | -8% | -2.8% | 1% | -12%[20 µM] | -2% | -14% | 1.1 | -3.6% | -6% |
| COc1cc(C=O)ccc1OCCOCCOc1c(C)cc(Cl)cc1Cl | -44% | 4.2% | 10% | 16% | 12% | 4% | 1.1 | -1.2% | 0% |
| CN(Cc1ccccc1)C(=O)c1cccc(N2C(=O)NC3CC2(C)Oc2ccccc23)c1 (stereo not given) | -7% | -1.8% | -2% | 4% | -10% | 18% | 1 | -2.9% | -9% |

Profiles from above.
COc1ccc(C2=NN(C(=O)CCC(=O)O)C(c3ccccc3OC)C2)cc1 (stereo not given) is entered as NOD1 NF-kB reporter: -24%; KOR beta-arrestin-2: -0.5%; PMI inhibition: .; KOR beta-arrestin-1: -18%; human PMI inhibition: .; NOD2 inhibition: 10%; TNAP activation fold: .; XIAP displacement: .; LYP phosphatase: -4%
CN(Cc1ccccc1)C(=O)c1cccc(N2C(=O)NC3CC2(C)Oc2ccccc23)c1 (stereo not given) is entered as NOD1 NF-kB reporter: -7%; KOR beta-arrestin-2: -1.8%; PMI inhibition: -2%; KOR beta-arrestin-1: 4%; human PMI inhibition: -10%; NOD2 inhibition: 18%; TNAP activation fold: 1; XIAP displacement: -2.9%; LYP phosphatase: -9%

Next part.
| Structure | NOD1 NF-kB reporter | KOR beta-arrestin-2 | PMI inhibition | KOR beta-arrestin-1 | human PMI inhibition | NOD2 inhibition | TNAP activation fold | XIAP displacement | LYP phosphatase |
| --- | --- | --- | --- | --- | --- | --- | --- | --- | --- |
| O=S(=O)(c1ccc(-n2cnnn2)cc1)N1CCN(c2ccccc2F)CC1 | 34% | 14% | . | -55% | . | 12% | . | . | -6% |
| CCOc1ccccc1N1CCN(C(=S)NC(=O)C23CC4CC(CC(C4)C2)C3)CC1 | 22% | 2.9% | 10% | 9% | 10% | -12% | 1.6 | -2.7% | 1% |
| Cc1nc(NC(=O)c2cc3c(C)nn(-c4ccccc4)c3s2)sc1C(=O)Nc1ccccc1 | -87% | -0.9% | -2% | 8% | -2% | -28% | 1.1 | -80% | -5% |
| COc1ccc2nc(NC(=O)CSc3nnc(C)s3)sc2c1 | -10% | 1.3% | -1% | -45% | -4% | -60% | 1.1 | -5.5% | -3% |
| Cc1ccc(C)c(N2CCN(C(=O)CN3C(=O)c4ccccc4C3=O)CC2)c1 | -35% | 1.1% | -3% | 3% | 6% | 10% | 1.1 | -22% | 3% |
| CC1(C)Cc2nc3sc4c(SCC(=O)NC(c5ccccc5)c5ccccc5)ncnc4c3cc2CO1 | 13% | 1.8% | 3% | -28% | -3% | -21% | 1 | -10% | 6% |
| CC(=O)c1cccc(S(=O)(=O)Nc2cccc(S(=O)(=O)NC3=NCCC3)c2)c1 | -31% | 1.3% | 2% | -18% | 10% | 18% | 1.2 | 0.7% | -1% |
| Cc1ccc(C)c(NC(=O)CSc2nnc([C@@H](N)Cc3ccccc3)o2)c1 | 5% | -2.0% | -4% | -12% | 1% | 7% | 1.1 | -3.4% | -6% |
| O=C(Nc1ccc(C2CC2(Cl)Cl)cc1)c1cccc([N+](=O)[O-])c1 (stereo not given) | -48% | 5.9% | . | -13% | . | -54% | . | . | -7% |
| O=S(=O)(c1cccc2ccccc12)N1CCSC1 | -4% | -4.3% | -2% | 46% | 4% | -10% | 1.1 | -1.2% | -3% |
| Cn1c(=O)c2c(ncn2CC(=O)Nc2nc3ccc(F)cc3s2)n(C)c1=O | -33% | . | 1% | . | 3% | -12% | 1.1 | -2.9% | 0% |
| COC(=O)Oc1nsnc1N1CCOCC1 | -17% | 1.1% | 3% | 17% | 0% | -5% | 1.1 | 0.1% | 12% |
| CCc1cccc(OCCCCNCCOC)c1 | 5% | -1.6% | 2% | -26% | 4% | -22% | 1.1 | -12% | -8% |
| COc1ccc(CCNS(=O)(=O)c2cccc(F)c2)cc1OC | -10% | 4.9% | -2% | -13% | 1% | -15% | 1 | -5.6% | -6% |
| COc1ccc(C(=O)NC2CCCc3c2cnn3-c2ccc(C)c(C)c2)c(OC)c1OC (stereo not given) | 14% | 3.7% | . | -32% | . | 32% | . | . | -2% |
| COc1cccc(NC(=O)c2ccc(-c3ccccc3[N+](=O)[O-])o2)c1 | -33% | 5.7% | 0% | -5% | -13% | 0% | 1 | -3.2% | 4% |
| C=CCn1c(SCc2ccccc2)nc(O)cc1=O | 7% | 0.7% | 4% | 11% | 3% | 14% | 1 | -5.3% | -5% |
| COc1ccc(C(NC=O)c2cc(OC)c(OC)cc2Br)cc1OC (stereo not given) | -33% | -3.8% | 10% | 20% | 8% | 11% | 1.1 | -11% | -2% |
| Cc1ccccc1C(=O)N1CCC(C(=O)NC(C)c2ccc(-n3ccnc3)cc2)CC1 (stereo not given) | -27% | 1.5% | . | 31% | . | 0% | . | . | -10% |
| COc1ccc(Br)cc1C(=O)NC(=S)Nc1ccc2[nH]c(=O)[nH]c2c1 | -35% | -1.9% | . | -10% | . | 5% | . | . | -7% |
| CCC(C)[C@H](NC(=O)NCc1cccs1)C(=O)OC (stereo not given in full) | 3% | -3.1% | -6% | 8% | -2% | 11% | 1.1 | -3.2% | -6% |
| O=C(O)COc1ccc(F)cc1Br | -12% | 8.2% | . | -3% | . | 0% | . | . | -6% |
| Cc1csc(NC(=O)NCC2CCCC(CNC(=O)Nc3nc(C)cs3)C2)n1 (stereo not given) | -14% | 1.1% | . | -14% | . | 10% | . | . | -1% |
| O=C(CCN1C(=O)c2ccccc2C1=O)C1=NN[C@@H]2C(=O)N(c3ccc(F)cc3)C(=O)[C@H]12 | -3% | -4.4% | 2% | 13% | 4% | -4% | 1.1 | -6.9% | -5% |
| NC(=O)Cn1cc(C(=O)c2cccs2)c2ccccc21 | -13% | -1.8% | -7% | -11% | -6% | -4% | 1.1 | -3.2% | 1% |
| Cc1cc(C)cc(C(=O)NC2CC(C)(C)NC(C)(C)C2)c1 | -11% | 0.8% | . | -8% | . | -6% | . | . | -5% |
| COc1ccc(S(=O)(=O)N(C(=O)c2ccncc2)c2ccc(OC(=O)c3ccncc3)cc2)cc1 | 12% | -6.7% | 2% | 8% | -8% | 12% | 1 | -5.4% | -4% |
| COc1cc(/C=C2\N=C(c3ccccc3)NNC2=O)cc(OC)c1OC | 0% | 3.2% | . | -32% | . | -27% | . | . | -9% |
| Cc1ccc(C2(c3ccc(C)cc3)NC(=O)N(Cc3c(C)noc3C)C2=O)cc1 | 24% | 0.2% | 16% | 22% | 17% | 24% | 1.1 | -0.9% | 0% |
| Cc1c(OC(C)C(=O)NCC2CCC(C(=O)O)CC2)ccc2c(-c3ccccc3)cc(=O)oc12 (stereo not given) | 22% | 0.1% | . | -36%[20 µM] | . | 10% | . | . | -7% |
| CN(C)CCCn1c(N)c(C#N)c2nc3ccccc3nc21 | 6% | . | . | -32% | . | 17% | . | . | -22% |
| Cn1c2ccccc2c2cc(/C=N/NC(=O)c3cc(O)cc(O)c3)ccc21 | -35% | 9.2% | . | -42% | . | -2% | . | . | -1% |
| CC(Oc1ccccc1)c1ccnc2nc(N3CCOCC3)nn12 (stereo not given) | -29% | -9.4% | -1% | -1%[20 µM] | 1% | 3% | 1.1 | -5.8% | -8% |
| CCCNC(=O)c1cccc(Br)c1 | -14% | -1.0% | 7% | 4% | 3% | 12% | 1 | -1.5% | -5% |
| O=c1nc2ccccc2c2n1CC(CN1CCN(c3ccc(F)cc3)CC1)N2 (stereo not given) | -34% | -5.4% | -62% | 22% | -25% | -17% | 1 | -13% | -4% |
| Cn1c(=O)c(C(=O)NNC(=O)c2ccc(Br)cc2)c(O)c2ccccc21 | 0% | 0.6% | . | 11% | . | 14% | . | . | -3% |
| O=C(Nc1ccccc1Cl)c1ccc2ccccc2c1 | -11% | 8.1% | . | -35%[20 µM] | . | 4% | . | . | -5% |
| CCOC(=O)/C=C1\CC(=O)Nc2cc(C)c(C)cc2N1 | -14% | -1.8% | 4% | 16% | 7% | 11% | 1 | -5.7% | -5% |
| C=C(C)C1CC=C(C)/C(=N/NC(=O)COc2ccccc2Cl)C1 (stereo not given) | -6% | 4.9% | 14% | -9% | 12% | -10% | 1.1 | -3.4% | 0% |
